Pf gamet viab = kills late stage P. falciparum gametocytes; P. falciparum stage V gametocytes, ATP luminescence, 24 h; inhibition, % at 10.9 µM; 150,000 compounds, 0.065% hits; AID 743093;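 active = inhibition above the mean plus 3 SD of compounds within the control limits, set per campaign, cut at about 38% in these data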;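 also: 0% = DMSO wells and 100% = medium only without gametocytes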
Rac1 act GTP bind = alters GTP binding to activated mutant human Rac1 | P63000 | GST-Rac1 activated beads, fluorescent GTP binding, flow cytometry; actives lie on both sides; 100% means binding = to untreated wells | percent activity (GTP binding), % at 10 µM | 190,000 compounds, 0.11% hits | AID 764;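 active = GTP binding at least 20 percentage points away from the 100% baseline, in either direction, so actives lie on both sides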
RGS8-Gao reg = modulates binding of RGS8 to human Galphao | AID 1423 | P09471 | 220,000 compounds, 0.34% hits | multiplexed bead flow cytometry; actives lie on both sides | response (percent of control binding), % at 10 µM; in the data active = response below about 60% or above about 140%; inactive = in between;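 also: Galphao activated as the GDP aluminium fluoride complex binding bead-coupled RGS8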
Target sequence (P09471 whole entry, looked up): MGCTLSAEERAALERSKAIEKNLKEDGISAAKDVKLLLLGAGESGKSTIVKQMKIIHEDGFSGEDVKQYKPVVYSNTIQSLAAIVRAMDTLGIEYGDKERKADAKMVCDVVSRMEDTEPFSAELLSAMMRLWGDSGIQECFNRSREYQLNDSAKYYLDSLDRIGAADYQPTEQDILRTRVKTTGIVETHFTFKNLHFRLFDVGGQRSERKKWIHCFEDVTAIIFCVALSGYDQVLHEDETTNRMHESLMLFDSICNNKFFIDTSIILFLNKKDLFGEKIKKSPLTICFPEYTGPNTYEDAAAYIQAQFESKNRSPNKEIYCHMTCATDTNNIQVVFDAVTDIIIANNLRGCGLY
Rab7 wt modul = dog Rab7 wildtype GTP binding, inhibitors and activators | GTP binding activity (percent of control), % at 10 µM | GST-Rab7 beads, fluorescent GTP binding, flow cytometry; actives lie on both sides; untreated = 100%, excess cold GTP = 0% | AID 758 | 190,000 compounds, 0.055% hits;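 active = fluorescent GTP binding to Rab7 beads changed by at least 20 points from the 100% baseline, either direction, mostly lower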;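 also: median green fluorescence of bound Bodipy-FL-GTP per Rab7 bead population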
Mcl1 Bid PPI = disrupts binding of human Mcl-1 to Bid peptide; Q07820; TR-FRET Mcl-1/Bid-Dy647 peptide binding, 1536-well; inhibition, % at 21.7 µM; 220,000 compounds, 0.97% hits;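 active = compounds that cut the binding signal by more than half at the single screening dose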;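 also: His-tagged Mcl-1 with europium anti-His antibody binding Bid BH3 peptide; 0% = Mcl-1 plus peptide wells and 100% = peptide-only wells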
Target sequence (Q07820 whole entry, looked up): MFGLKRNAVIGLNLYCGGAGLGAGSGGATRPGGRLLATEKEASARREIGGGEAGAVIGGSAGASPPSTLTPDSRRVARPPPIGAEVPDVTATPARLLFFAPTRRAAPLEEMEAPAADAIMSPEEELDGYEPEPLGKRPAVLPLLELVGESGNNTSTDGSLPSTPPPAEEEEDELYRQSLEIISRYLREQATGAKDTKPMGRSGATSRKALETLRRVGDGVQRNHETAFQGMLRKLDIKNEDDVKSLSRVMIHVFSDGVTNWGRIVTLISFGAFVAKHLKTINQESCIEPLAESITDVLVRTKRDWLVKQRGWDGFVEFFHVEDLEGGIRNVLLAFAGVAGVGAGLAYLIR
Cdc42 wt = modulators (inhibitors or activators) of GTP binding to human Cdc42 wildtype. GST-Cdc42 beads, Bodipy-GTP binding, flow cytometry; actives lie on both sides. percent activity (GTP binding), % at 10 µM. 190,000 compounds, 0.2% hits. AID 761. P60953;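 active = percent activity GTP binding at least 20 points away from the 100% baseline, either down as inhibitor or up as activator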;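 also: median bead fluorescence of bound Bodipy-FL-GTP at 100 nM; 0% = excess unlabeled GTP control and 100% = no compound control; below 100% means less GTP binding so inhibitor and above means activator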
Target sequence (P60953 whole entry, looked up): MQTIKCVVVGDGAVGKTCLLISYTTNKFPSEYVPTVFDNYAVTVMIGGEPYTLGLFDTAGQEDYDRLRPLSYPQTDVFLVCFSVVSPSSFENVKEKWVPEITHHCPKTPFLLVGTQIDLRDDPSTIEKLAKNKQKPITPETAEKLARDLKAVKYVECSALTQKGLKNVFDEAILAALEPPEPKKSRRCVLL
Mcl1 Noxa PPI = Mcl-1/Noxa interaction inhibition. TR-FRET Mcl-1/Noxa peptide binding, 2 h. inhibition, % at 21.7 µM. Q07820. 220,000 compounds, 1.5% hits;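 active = compounds that cut the protein-peptide binding signal by more than 50% relative to plate controls in a single-dose test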;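 also: His-tagged Mcl-1 with rhodamine Noxa BH3 peptide and terbium anti-His antibody; 0% = Mcl-1 plus Noxa peptide wells and 100% = peptide-only wells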
HRas wt GTP = changes GTP binding to wildtype human HRas; 190,000 compounds, 0.14% hits; GST-Ras wt beads, Bodipy-FL-GTP binding, flow cytometry; actives lie on both sides; GTP binding activity, % at 10 µM; P01112;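 active = GTP binding activity at least 20% away from the 100% baseline, either lowered as inhibitor or raised as activator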;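 also: 0% = unlabeled GTP competition control and 100% = no-compound control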
Rab2 wt GTP = changes GTP binding to wildtype dog Rab2A, up or down. AID 760. 190,000 compounds, 0.19% hits. GTP binding activity, % at 10 µM. P61105. GST-Rab2 wt beads, Bodipy-GTP binding, flow cytometry;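 active = GTP binding activity at least 20 points away from 100%, either lowered or raised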;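 also: 0% = beads with excess unlabeled GTP and 100% = no-compound control corrected for plate trend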
Mcl-1 Bim block = disrupts Bim peptide binding to human Mcl-1. Bead-based flow cytometry, Bim peptide-Mcl-1 binding. inhibition, % at 10 µM. 190,000 compounds, 0.1% hits. AID 1009. Q07820; in the data active = inhibition above about 40%;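 also: 0% = no compound tracer wells and 100% = peptide blocker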
Rac1 wt modul = human Rac1 wildtype GTP binding, inhibitors and activators; P63000; GST-Rac1 beads, fluorescent GTP binding, flow cytometry; actives lie on both sides; 0 = cold GTP competed, 100 = untreated; GTP binding activity (% of control), % at 10 µM; 190,000 compounds, 0.27% hits; AID 757;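 active = GTP binding activity at least 20 points away from the 100% control level, either lower or higher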
* marks the source's active call; other numbers are inactive results; x = not tested or not shown.

SMILES | Pf gamet viab | Rac1 act GTP bind | RGS8-Gao reg | Rab7 wt modul | Mcl1 Bid PPI | Cdc42 wt | Mcl1 Noxa PPI | HRas wt GTP | Rab2 wt GTP | Mcl-1 Bim block | Rac1 wt modul
Cc1cc2ncn(C(=O)c3cc(-c4ccccc4)nc4ccccc34)c2cc1C | -21 | 99 | 99 | 101 | 5 | 101 | -2 | 101 | 101 | -3 | 101
COCC(C)NC(=O)NC1(C(F)(F)F)Oc2ccc(Cl)cc2O1 (stereo unspecified) | x | 96 | 101 | 94 | -72 | 94 | -7 | 97 | 98 | 0 | 98
O=c1cc(CO)oc(C(Nc2ccccn2)c2cccc(F)c2)c1O (stereo unspecified) | x | 102 | 94 | 102 | 46 | 104 | 52* | 105 | 105 | 0 | 109
CC(=O)Nc1ccc(NC(=O)c2ccccc2CCc2ccccc2)cc1 | 8 | 93 | 100 | 95 | -11 | 100 | 26 | 93 | 94 | -1 | 95
CCC(=O)Nc1c2c(nn1-c1ccc(C)cc1C)CSC2 | x | 98 | 101 | 100 | -44 | 104 | 8 | 101 | 100 | -1 | 103
C=CCN1C(=O)N/C(=C/c2ccccc2OCC(=O)Nc2ccc(F)cc2)C1=O | -19 | 104 | 100 | 98 | 13 | 104 | 20 | 102 | 102 | 0 | 105
COc1cccc(NC(=O)c2oc3ccccc3c2NC(=O)C2CC2)c1 | x | 98 | 102 | 102 | -5 | 102 | -22 | 102 | 100 | -4 | 106
CCc1cccc2c1NC(=O)C2(O)CC(=O)c1cccs1 (stereo unspecified) | -2 | 93 | 98 | 91 | -16 | 93 | 9 | 93 | 98 | 0 | 96
CSc1ccccc1NC(=O)c1ccc(Br)o1 | x | 96 | 100 | 99 | -14 | 97 | -2 | 97 | 98 | 1 | 99
CCN(Cc1ccccc1)Cc1c(F)cccc1F | 11 | 102 | 100 | 104 | 44 | 102 | 15 | 103 | 103 | -2 | 105
COC(=O)c1ccc(NC(=O)CSc2nnc(COc3ccccc3)n2C)cc1 | -5 | 97 | 103 | 98 | -1 | 98 | 6 | 98 | 98 | -1 | 96
COc1cc(OC)cc(C(=O)N[C@H](C(=O)NCc2ccco2)C(C)C)c1 | -29 | 96 | 102 | 95 | -36 | 98 | 17 | 97 | 95 | 0 | 95
O=C(NC(=S)NCCC1=CCCCC1)c1ccc(Br)o1 | x | 93 | 99 | 106 | -29 | 95 | 6 | 99 | 99 | -2 | 99
O=S(=O)(c1cccc2nsnc12)N1CCOCC1 | x | 99 | 99 | 92 | 4 | 100 | -2 | 97 | 95 | -2 | 101
CCc1nc2oc3cc(OC)ccc3c(=O)c2c(=O)n1Cc1ccco1 | x | 97 | 103 | 96 | 8 | 98 | 29 | 99 | 97 | 1 | 100
CCC(=O)Nc1ccc(C(=O)n2nc(C)cc2C)cc1 | 3 | 101 | 97 | 99 | -29 | 105 | 1 | 102 | 102 | -2 | 108
CCOC(=O)c1c(NC(=O)C2C3C=CC(C3)C2(C)C(=O)O)sc2c1CCCC2 (stereo unspecified) | x | 80 | 98 | 92 | -37 | 86 | -15 | 90 | 88 | -1 | 84
CCOC(=O)N1CCN(c2cc3nccnc3cc2F)CC1 | 5 | 100 | 103 | 99 | 1 | 103 | 7 | 100 | 101 | 2 | 104
O=C(O)CC1S/C(=N/N=C2CCCCC2)N(c2ccccc2)C1=O (stereo unspecified) | x | 97 | 101 | 101 | -27 | 101 | 14 | 98 | 95 | -5 | 100
Cc1ccc(C(=O)CC2(O)C(=O)N(Cc3ccccc3)c3ccccc32)o1 (stereo unspecified) | x | 98 | 104 | 97 | -2 | 96 | 6 | 97 | 99 | -3 | 98
CC(C)OC(=O)CSc1nc2c(c(C3CC=CCC3)c1C#N)CCC2 (stereo unspecified) | 11 | 100 | 107 | 104 | -27 | 100 | 10 | 103 | 103 | -1 | 101
COc1nccnc1NS(=O)(=O)c1ccc(NC(=S)NC(=O)c2ccccc2)cc1 | 10 | 93 | 99 | 97 | -20 | 94 | 32 | 94 | 93 | -7 | 94
COc1ccc(-c2c(C)nc(N)nc2-c2ccc(OCc3ccc(C)cc3)cc2O)cc1OC | x | 94 | 102 | 96 | -61 | 87 | -192 | 84 | 86 | 0 | 87
COc1ccc(/C=C/C(=O)c2ccc3c4c(cccc24)CC3)cc1OC | -12 | 94 | 103 | 99 | -7 | 95 | 18 | 96 | 94 | -4 | 97
CC(C)Oc1ccc(CCc2nnc(SC(C)C(=O)O)n2-c2ccccc2)cc1 (stereo unspecified) | 12 | 92 | 105 | 99 | -42 | 95 | 6 | 97 | 92 | -3 | 96
O=S(=O)(c1ccc(OCc2nc3ccccc3s2)c(Cl)c1)N1CCOCC1 | 2 | 101 | 101 | 101 | -9 | 101 | -3 | 99 | 98 | -7 | 105
COc1cc(C(=O)OC(C)C(=O)NCC2CCCCC2)cc(NC(=O)c2ccco2)c1OC (stereo unspecified) | x | 101 | 96 | 100 | 37 | 105 | 3 | 105 | 106 | -1 | 101
Cc1cc(C(=O)NCC(=O)OCC(=O)N(C)C2CCCCC2)ccc1[N+](=O)[O-] | -6 | 100 | 100 | 100 | -19 | 105 | 7 | 102 | 101 | -2 | 101
N/C(CCN1CCCCC1)=N/O | x | 94 | 101 | 98 | -7 | 96 | -8 | 97 | 95 | -5 | 96
CC(C)C(NC(=O)/C=C/c1cccc([N+](=O)[O-])c1)C(C)C | x | 102 | 102 | 104 | -11 | 102 | -3 | 102 | 101 | -1 | 101
CCCCNC(=O)C1CCC(CNS(=O)(=O)c2ccc(C)cc2)CC1 (stereo unspecified) | -13 | 98 | 99 | 105 | 3 | 95 | 12 | 99 | 98 | -20 | 98
O=S(=O)(Nc1ccc(-c2cn3c(n2)SCC3)cc1)c1cccs1 | 10 | 97 | 98 | 103 | -35 | 102 | 40 | 100 | 101 | -1 | 102
COc1cc(CNC2CCCc3ccccc32)cc(OC)c1OC (stereo unspecified) | 10 | 102 | 104 | 100 | 18 | 103 | 15 | 102 | 103 | -3 | 109
COc1ccc(C(=O)Nc2ccc(Cl)cc2C(=O)NCc2ccco2)cc1OC | x | 96 | 103 | 99 | -68 | 100 | 20 | 99 | 97 | -1 | 97
O=S(=O)(N/N=C\c1cccn1-c1ccccc1)c1ccc2ccccc2c1 | x | 94 | 101 | 98 | -43 | 100 | 19 | 98 | 97 | -7 | 102
Cn1c(Nn2cnnc2)nc2ccccc21 | 22 | 100 | 92 | 101 | -5 | 101 | 7 | 101 | 101 | -1 | 103
CC1CC(C)CN(C(=O)CCNS(=O)(=O)c2cccs2)C1 (stereo unspecified) | 10 | 98 | 104 | 99 | -2 | 101 | 6 | 102 | 100 | -2 | 106
CN(C(=O)COC(=O)c1ccc([N+](=O)[O-])cc1)c1ccccc1 | -2 | 98 | 99 | 101 | -12 | 96 | 9 | 99 | 99 | 0 | 101
COCCCNC(=O)CCCOc1ccccc1 | 10 | 98 | 100 | 101 | -12 | 105 | -18 | 101 | 100 | 0 | 102
Cc1cc(C)nc(NC(=O)c2ccc(Cl)cc2[N+](=O)[O-])c1 | x | 102 | 103 | 101 | -11 | 102 | 18 | 103 | 103 | -2 | 105
COc1ncnc2c1N=C1CC(C)(C)CC(N)=C1S2 | 14 | 99 | 90 | 94 | -61 | 98 | -17 | 97 | 98 | 1 | 98
O=C(O)/C=C/C(=O)Nc1ccc(SC(F)(F)C(F)(F)C(F)(F)F)cc1 | 3 | 91 | 100 | 103 | -7 | 91 | 8 | 95 | 97 | 2 | 93
Cc1ccc(OCC(=O)Nc2ccc(N3CCN(S(C)(=O)=O)CC3)cc2)cc1C | x | 99 | 98 | 97 | -45 | 95 | -4 | 98 | 99 | 2 | 99
NC(=O)C1CCN(C(=O)COc2cccc3cccnc23)CC1 | -10 | 95 | 101 | 97 | -16 | 95 | 6 | 94 | 96 | 4 | 96
COc1ccc(C(=O)NCc2cccnc2)cc1 | x | 96 | 99 | 101 | 1 | 98 | -20 | 99 | 99 | -3 | 104
O=C(/C=C/c1ccccc1)NNC(=O)c1cccnc1 | x | 102 | 100 | 101 | -30 | 104 | 6 | 101 | 101 | -1 | 107
CN(C)c1cccc(C(=O)N/C=C/n2cnc3cc(C(F)(F)F)ccc32)c1 | -4 | 94 | 101 | 106 | 14 | 101 | 13 | 104 | 104 | 1 | 104
O=C1CCCC2=C1C(c1ccccn1)Nc1ccc(C(=O)c3ccccc3)cc1N2 (stereo unspecified) | 0 | 100 | 83 | 102 | -56 | 99 | 19 | 101 | 100 | 0 | 104
Cc1ccnc(NS(=O)(=O)c2cc([N+](=O)[O-])ccc2C)c1 | -14 | 99 | 111 | 106 | -6 | 99 | 7 | 100 | 103 | -2 | 102
O=c1c2ccccc2nc(SCc2cc(F)ccc2F)n1C1CCCC1 | 22 | 96 | 96 | 95 | -19 | 95 | 6 | 98 | 100 | -3 | 99

(next part)
SMILES | Pf gamet viab | Rac1 act GTP bind | RGS8-Gao reg | Rab7 wt modul | Mcl1 Bid PPI | Cdc42 wt | Mcl1 Noxa PPI | HRas wt GTP | Rab2 wt GTP | Mcl-1 Bim block | Rac1 wt modul
CCN(C(=O)CN1CCN(S(=O)(=O)c2cc(Cl)ccc2Cl)CC1)c1c(N)n(Cc2ccccc2)c(=O)[nH]c1=O | 13 | 98 | 96 | 102 | -25 | 100 | 13 | 100 | 100 | -2 | 104
CCn1ncc(C2=NOC(C(=O)Nc3ccccc3C(=O)OC)C2)c1C (stereo unspecified) | x | 100 | 98 | 98 | -11 | 103 | -10 | 101 | 101 | 0 | 104
COc1ccc(Nc2nc(-c3cccs3)cs2)c(OC)c1 | x | 99 | 101 | 102 | 3 | 103 | 29 | 105 | 103 | -1 | 108
COc1ccc2cc(C3OCCO3)c(Cl)nc2c1 | x | 94 | 102 | 98 | 1 | 96 | 4 | 95 | 95 | 3 | 97
Cc1ccc(/C=N/Nc2ccnc3cc(Cl)ccc23)c(C)c1 | 1 | 98 | 100 | 99 | 63* | 97 | 56* | 97 | 96 | 1 | 97
O=C(Nc1nc(-c2ccccc2)c(C(=O)c2ccccc2)s1)c1ccc(S(=O)(=O)N2CCCCC2)cc1 | -1 | 94 | 103 | 99 | -117 | 95 | -386 | 98 | 95 | 1 | 98
CCN(CC(=O)Nc1cccc(S(=O)(=O)N2CCCC2)c1)CC(=O)Nc1ccccc1OC | -18 | 96 | 104 | 101 | -7 | 95 | -9 | 99 | 97 | -1 | 97
Cc1nc2nc(SCC(=O)NCCCN3CCOCC3)nn2c(C)c1Cc1ccccc1 | 19 | 96 | 96 | 106 | -18 | 100 | -1 | 99 | 102 | 0 | 101
